Screens deposited in PubChem BioAssay by several laboratories.
PLC-beta3 inh: inhibitors of human phospholipase C beta3. Purified PLC-beta3, fluorogenic substrate, fluorescence. inhibition, % at 12.2 µM. 370,000 tested, 0.18% active. AID 720704; in the data active means inhibition above about 11%;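 further: 0% = median of compound wells on plate and 100% = full blocker control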
SMARCA2 activ: increases SMARCA2 function in MMTV reporter cells | MG213 cells, MMTV-luciferase reporter, dexamethasone, overnight | activation, % at 9.1 µM | 370,000 tested, 1% active; in the data active means activation above about 7.8%;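 further: 0% = vehicle wells and 100% = reference activator wells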
ADAM17 inh: inhibitors of human ADAM17; recombinant ADAM17, EDANS/DABCYL FRET peptide cleavage; AID 720648; inhibition, % at 6.95 µM; P78536; 370,000 tested, 0.83% active;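 active means inhibition above the mean of compounds lying between control limits plus 3 SD, set per campaign, cut at about 8.5% in these data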;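 further: 0% = DMSO-only wells as the low control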
Target sequence (P78536 215-824 limits assumed): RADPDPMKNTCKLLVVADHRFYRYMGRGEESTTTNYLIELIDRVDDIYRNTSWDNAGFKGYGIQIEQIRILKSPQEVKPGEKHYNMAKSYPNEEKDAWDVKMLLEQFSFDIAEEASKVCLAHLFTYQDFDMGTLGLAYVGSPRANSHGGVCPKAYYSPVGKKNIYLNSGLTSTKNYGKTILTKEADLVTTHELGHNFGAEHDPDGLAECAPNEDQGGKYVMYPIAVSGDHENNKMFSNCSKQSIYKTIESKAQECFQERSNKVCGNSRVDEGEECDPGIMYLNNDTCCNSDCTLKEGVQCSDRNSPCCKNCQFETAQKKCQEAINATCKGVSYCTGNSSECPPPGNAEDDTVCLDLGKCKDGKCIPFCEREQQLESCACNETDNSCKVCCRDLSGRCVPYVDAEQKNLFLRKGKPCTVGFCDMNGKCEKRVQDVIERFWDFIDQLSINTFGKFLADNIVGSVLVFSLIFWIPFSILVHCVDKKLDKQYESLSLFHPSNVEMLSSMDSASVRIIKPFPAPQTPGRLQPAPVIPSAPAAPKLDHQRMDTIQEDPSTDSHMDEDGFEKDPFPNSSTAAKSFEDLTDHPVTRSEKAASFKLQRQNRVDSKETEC
PLCg1 inh: PLC-gamma1 (human) inhibition, primary screen | P19174 | purified PLC-gamma1, fluorogenic substrate, fluorescence | inhibition, % at 12.2 µM | 370,000 tested, 0.84% active | AID 720700; in the data active means inhibition above about 9.5%
MBD2 inh: MBD2-methylated oligo binding inhibition; Q9UBB5; TR-FRET, MBD2 binding to methylated oligonucleotide; inhibition, % at 4.4 µM; 370,000 tested, 0.31% active; AID 686964; in the data active means inhibition above about 13%
DAX1 inh-1: blocks DAX1 repression of SF-1 activated StAR promoter. HEK293T StAR-luciferase reporter, SF-1/DAX-1 repression relief. inhibition, % at 6.8 µM. 370,000 tested, 1.1% active. AID 652010;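 active means inhibition above the mean over all tested compounds plus 3 SD, cut at about 3.6% in these data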;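 further: 0% = DAX-1 cells with DMSO and 100% = cells lacking DAX-1 with DMSO; higher inhibition means more luminescence from relief of DAX-1 repression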
DAX1 inh-2: inhibits human nuclear receptor DAX1; HEK293 Gal4-DAX1 luciferase reporter, luminescence; inhibition, % at 6.75 µM; 340,000 tested, 0.99% active; AID 504766;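 active means inhibition above the mean over all tested compounds plus 3 SD, cut at about 4.2% in these data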;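 further: 0% = DAX1-transfected cells with DMSO and 100% = empty-vector control cells with DMSO; inhibition shows as a rise in luminescence from relieved DAX1 repression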
Target sequence (P51843 207-470 limits assumed): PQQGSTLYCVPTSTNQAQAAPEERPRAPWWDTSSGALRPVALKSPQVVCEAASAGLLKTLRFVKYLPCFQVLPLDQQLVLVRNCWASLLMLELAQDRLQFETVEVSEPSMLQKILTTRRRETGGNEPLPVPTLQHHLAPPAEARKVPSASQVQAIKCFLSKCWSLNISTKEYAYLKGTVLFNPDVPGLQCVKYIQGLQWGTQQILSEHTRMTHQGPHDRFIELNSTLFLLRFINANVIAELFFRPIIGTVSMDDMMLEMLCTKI
ssDAF-12 act: activates DAF-12 receptor from parasite S. stercoralis | HEK293 ssDAF-12/GRIP1 lit1-tk-luc reporter, luminescence; % of 3 µM dafachronic acid response | activation, % at 6.8 µM | 370,000 tested, 1% active;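 active means activation above the mean over all tested compounds plus 3 SD, cut at about 0.9% in these data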;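 further: 0% = DMSO-only wells and 100% = 3 µM delta7-dafachronic acid wells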
hgDAF-12 ag: agonists of H. glycines DAF-12 nuclear receptor | activation, % at 6.8 µM | HEK293 GAL4-hgDAF12 UAS-luciferase reporter, agonist luminescence; normalized to butyrate control | 370,000 tested, 1.8% active | AID 687014;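 active means activation above a cutoff set at the mean of all screened compounds plus 3 SD, cut at about 10% in these data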;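 further: 0% = DMSO wells and 100% = sodium butyrate wells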
NR1D1 modulator: modulators of human Rev-erb alpha DNA binding; activity, % at 10 µM; 370,000 tested, 0.79% active; P20393; Rev-erbα–FITC-DNA binding, fluorescence polarization, 90 min;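 active means activity above about 14%, limit read from the data; passing the limit was not always enough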;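 further: 0% = DMSO wells with 35 nM protein and 100% = DMSO wells with 750 nM protein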
hcDAF12 agonist: H. contortus DAF-12 activation, primary screen. HEK293 hcDAF-12 lit1-tk-luc reporter, luminescence; 0% DMSO, 100% Δ7-dafachronic acid. activation, % at 6.8 µM. AID 652067. 370,000 tested, 1.4% active;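 active means activation above the mean of all tested compounds plus 3 SD, cut at about 5.5% in these data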;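 further: 100% = response to 3 µM Δ7-dafachronic acid high control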
Numbers without * were called inactive; nt = no result given.

SMILES,PLC-beta3 inh,SMARCA2 activ,ADAM17 inh,PLCg1 inh,MBD2 inh,DAX1 inh-1,DAX1 inh-2,ssDAF-12 act,hgDAF-12 ag,NR1D1 modulator,hcDAF12 agonist
CCOC(=O)c1[nH]cnc1C(=O)NCc1ccccc1,1,1,-2,1,-1,0.2,-0.3,-0.8,-1.1,4,0.6
CCOC(=O)CN1CC23C=CC(O2)C(C(=O)NC2CCCC2)C3C1=O (stereo not drawn),2,1,-3,-1,0,0.4,-1.3,-1.3,0.0,-9,4.5
COC(=O)CC1(C(=O)OC)Oc2ccc(Br)cc2C(=O)N1c1ccc(Br)cc1Cl (stereo not drawn),-9,-2,4,2,-3,-0.5,-2.2,-2.5,-0.5,-3,-2.8
Cc1cccc(C)c1NC(=O)C(c1ccccc1OC(F)(F)F)N1CCN(C)CC1 (stereo not drawn),0,-3,-5,2,0,0.2,nt,-0.9,-1.9,3,-0.4
CCOc1cc(-c2noc(N)c2C(=O)OC)cc(OCC)c1OCC,0,-2,-3,1,2,-0.1,-0.1,-2.0,-1.5,-3,-0.7
Cc1ccc(NC(=O)c2ncn(CC(=O)NCc3ccc4[nH]ccc4c3)n2)cc1C,-1,4,-1,-4,-1,1.5,-0.5,-1.2,4.8,0,0.8
Cn1c(/N=C/c2cc(Cl)ccc2O)nc2ccccc21,-28,0,-4,-26,-1,0.7,nt,1.6*,3.7,-1,6.5*
CCOC(=O)C1(Cc2ccccc2)CCCN(Cc2ccncc2)C1 (stereo not drawn),-2,-2,-1,3,4,0.1,0.3,-1.4,1.6,-5,-1.8
CCNC(=O)COC(=O)/C=C/c1cccc([N+](=O)[O-])c1,0,-1,-1,2,-3,-0.3,0.6,-1.3,-2.1,0,-2.3
CC(=O)Oc1ccc(C)cc1N1C(=O)c2ccc(C(=O)O)cc2C1=O,0,0,2,4,2,1.2,3.5,-1.1,-2.0,5,0.4
NC(Cc1ccc(Cl)cc1)c1csc(NC(=O)Nc2ccccc2-c2ccccc2)n1 (stereo not drawn),4,-1,3,3,2,0.1,nt,-0.9,-0.2,-4,-1.4
O=C1CC(C(=O)Nc2ccc(F)cc2)S/C(=N\N=C\c2ccco2)N1 (stereo not drawn),1,0,3,1,4,-1.1,-0.3,-0.6,-0.9,-2,4.1
C=C(C)COc1ccc(-c2n[nH]c(C)c2-c2ccc(OC)cc2)c(O)c1,-1,-6,13*,2,1,0.1,0.6,-1.2,-1.8,-1,-1.2
O=C(CCNS(=O)(=O)c1cccc2nsnc12)NCc1cccs1,3,-3,-2,1,1,0.3,-0.5,-0.7,-0.5,2,-1.3
Cc1cc(C)nc(SCc2ccc(C(=O)NN=C3C4CC5CC(C4)CC3C5)cc2)n1,-4,1,-1,-7,3,-0.2,-1.1,-1.7,-0.6,-5,-0.1
O=C(COc1cccnc1[N+](=O)[O-])N1CCN(C(=O)c2ccco2)CC1,-3,1,-4,-2,4,0.3,-1.8,-0.8,-2.0,-5,-0.9
CCCCn1c(O)c2n(c1=O)Cc1ccccc1N=C2c1ccc(C)cc1,3,4,3,2,-3,0.7,nt,0.1,0.3,-5,7.3*
CCCc1cc(=O)oc2c(C)c(OCC(=O)N3C[C@H]4C[C@@H](C3)c3cccc(=O)n3C4)ccc12,2,2,-11,2,-2,-0.2,2.2,-1.1,0.6,-1,-2.0
CCOC(=O)C(=O)CC(=O)c1ccc2c(c1)OCCO2,-6,0,-4,-2,1,0.8,-0.7,-0.6,-0.9,-2,-1.1
CCC(NC(=O)Nc1nnc(C(F)(F)F)s1)(C(F)(F)F)C(F)(F)F,-1,-5,-1,-1,-1,-3.0,-4.7,-2.8,-11,-5,-4.9

The last 3 records of the part before lead into the next:
Each structure is followed by: PLC-beta3 inh, SMARCA2 activ, ADAM17 inh, PLCg1 inh, MBD2 inh, DAX1 inh-1, DAX1 inh-2, ssDAF-12 act, hgDAF-12 ag, NR1D1 modulator, hcDAF12 agonist
CCCc1cc(=O)oc2c(C)c(OCC(=O)N3C[C@H]4C[C@@H](C3)c3cccc(=O)n3C4)ccc12
 : 2, 2, -11, 2, -2, -0.2, 2.2, -1.1, 0.6, -1, -2.0
CCOC(=O)C(=O)CC(=O)c1ccc2c(c1)OCCO2
 : -6, 0, -4, -2, 1, 0.8, -0.7, -0.6, -0.9, -2, -1.1
CCC(NC(=O)Nc1nnc(C(F)(F)F)s1)(C(F)(F)F)C(F)(F)F
 : -1, -5, -1, -1, -1, -3.0, -4.7, -2.8, -11, -5, -4.9
O=C(COc1ccccc1)NC(=S)Nc1cccc([N+](=O)[O-])c1
 : 2, -2, 1, 1, -2, -0.8, -1.1, -1.5, 5.7, 1, -0.9
Cc1cccc(C)c1NC(=O)COC(=O)c1cc(=O)c2ccccc2o1
 : -9, -3, -9, 2, -6, 0.0, 0.5, -1.2, 2.3, -3, -2.0
COc1ccc(C(NC(=O)C2CCN(CCc3ccccc3)CC2)c2ccccn2)cc1 (stereo not drawn)
 : 0, 0, -1, 2, 3, 0.3, nt, -0.8, -1.1, -5, -0.2
CCC(C)NCCCCOc1cc(C)cc(C(C)C)c1 (stereo not drawn)
 : 4, 0, -1, 5, -3, -0.6, -1.1, -1.0, -3.8, -1, 3.9
COc1ccccc1NS(=O)(=O)c1ccc(C)c(C(=O)Nc2cc(C)on2)c1
 : 0, 5, 0, 2, 4, 0.3, -1.3, -1.5, -1.8, 2, -1.6
COc1ccc(N(CCC#N)S(=O)(=O)c2ccc(Cl)cc2)cc1
 : -4, 0, -2, -1, 1, 0.4, 0.0, -1.8, 1.6, 7, -0.9
CCN(C(=O)COC(=O)CNC(=O)c1ccc(C)s1)c1ccccc1
 : 1, -5, -3, 2, 0, -0.1, 0.1, -0.9, -1.4, -3, 0.8
CC(=O)NC(C)(c1ccccc1)c1nc(-c2ccc(F)c(Cl)c2)cs1 (stereo not drawn)
 : 0, -1, 3, -1, 2, 0.0, nt, -1.2, -0.2, 1, -1.5
CCN(C(=O)c1cc2ccccc2oc1=O)c1cccc(C)c1
 : 0, -3, -4, 2, 4, 0.4, 0.1, -1.3, 2.7, 3, 1.5
COc1ccc(C2=NOC(C(=O)NC(C)C)C2)cc1 (stereo not drawn)
 : 0, -1, -2, 1, 2, 1.3, 1.1, -1.0, -3.1, -3, 0.8
COC(=O)c1c(C(=O)OC)c2n(c1C)CCC2
 : -1, 1, -4, -2, 0, 0.0, 0.9, -0.9, -0.2, -2, -1.7
COc1cc(C2CC(=O)C=C(O)C2)cc(OC)c1OC (stereo not drawn)
 : -8, 2, 1, -5, -2, 0.6, 0.8, -1.2, -1.4, -3, -0.5
CN1CCN(c2ccc(-c3ccnn3C(=O)Nc3ccccc3)cc2)CC1
 : -1, 4, -1, 1, -5, 1.0, 0.7, -0.9, 3.1, 5, 0.6
CNC(=O)COc1ccccc1C(=O)Nc1ccc2c(c1)oc1ccccc12
 : -49, -11, -143, -38, 1, -0.3, -0.1, -1.5, -3.5, 58*, -1.3
Cc1ccc(S(=O)(=O)C/N=C(/NC(=S)N(c2ccccc2)c2ccccc2)c2ccccc2)cc1
 : -5, -3, -3, -6, -2, -0.4, 0.5, 0.6, 3.4, 2, 1.3

A different layout for 2 compounds above.
COc1ccc(C(NC(=O)C2CCN(CCc3ccccc3)CC2)c2ccccn2)cc1 (stereo not drawn)
  PLC-beta3 inh: 0; SMARCA2 activ: 0; ADAM17 inh: -1; PLCg1 inh: 2; MBD2 inh: 3; DAX1 inh-1: 0.3; DAX1 inh-2: nt; ssDAF-12 act: -0.8; hgDAF-12 ag: -1.1; NR1D1 modulator: -5; hcDAF12 agonist: -0.2

CCC(C)NCCCCOc1cc(C)cc(C(C)C)c1 (stereo not drawn)
  PLC-beta3 inh: 4; SMARCA2 activ: 0; ADAM17 inh: -1; PLCg1 inh: 5; MBD2 inh: -3; DAX1 inh-1: -0.6; DAX1 inh-2: -1.1; ssDAF-12 act: -1.0; hgDAF-12 ag: -3.8; NR1D1 modulator: -1; hcDAF12 agonist: 3.9

Additional structures
Each structure is followed by: PLC-beta3 inh, SMARCA2 activ, ADAM17 inh, PLCg1 inh, MBD2 inh, DAX1 inh-1, DAX1 inh-2, ssDAF-12 act, hgDAF-12 ag, NR1D1 modulator, hcDAF12 agonist
COCCn1nnnc1CN1CCN2CCCC2C1 (stereo not drawn)
 : -1, -3, -1, 3, 2, 0.2, 0.9, -0.7, -2.1, 1, -0.2
O=c1c2ccccc2nc(/C=C/c2cc(Br)ccc2O)n1CCO
 : -76, -5, 0, -65, 6, -0.9, -3.8, -1.3, -2.5, 7, -1.9
CCc1nc2c(OCc3ccc(C(F)(F)F)cc3)cccn2c1N(C)C(=O)CC(C)C
 : 4, -2, 3, 2, -4, -2.4, nt, -2.2, -0.9, 4, -1.1
CCOc1ccccc1OCCN1CCCC1
 : -3, 1, -1, 1, -6, -0.2, 0.1, -0.9, 2.1, -3, 0.9
CC(=O)OC1(C(C)=O)CCC2C3CC(Cl)C4=CC(=O)CCC4(C)C3CCC21C (stereo not drawn)
 : -20, -3, -7, -16, 1, -0.7, -1.3, -1.1, 0.4, -4, -1.9
COc1cccc(NC(=O)/C=C/c2ccc(S(=O)(=O)N3CCOCC3)cc2)c1
 : -17, -1, -2, 3, 5, -4.7, -2.0, -0.5, 6.3, -5, -0.4
O=C(Nc1ccc(Cl)cc1)N1CCC(c2nc(-c3ccccc3Cl)no2)CC1
 : -3, -4, 4, 0, 1, -1.7, -0.9, -1.8, -5.2, 1, -3.1
COC(C(=O)C(O)C(C)O)C1Cc2cc3cc(OC4CC(OC5CC(O)C(O)C(C)O5)C(O)C(C)O4)c(C)c(O)c3c(O)c2C(=O)C1OC1CC(OC2CC(OC3CC(O)C(OC)C(C)O3)C(O)C(C)O2)C(O)C(C)O1 (stereo not drawn)
 : -159, -13, 2, -129, 8, -8.2, -1.6, -1.1, -7.6, 1, 0.2
Cc1ccccc1-n1cc(-c2ccc(Br)cc2)nc1SCC(N)=O
 : -8, -3, 1, 3, 4, 0.4, nt, -1.0, -2.2, -3, -2.8
CN(C(=O)COC(=O)c1ccccc1C(=O)N1CCN(c2ccccc2)CC1)c1ccccc1
 : -8, -4, -6, -2, 4, -0.3, 0.6, -0.9, -1.4, 0, -1.2
O=c1[nH]c(CN2CCN(c3ccccn3)CC2)nc2c(Br)cc(Br)cc12
 : -12, 1, -2, -3, -7, -0.5, 3.0, -0.2, 2.7, 1, -2.7
COc1ccc(NC(=S)N(CCN(C)C)C(C)c2ccco2)cc1Cl (stereo not drawn)
 : 0, -4, 0, 3, 2, 0.5, 1.1, -1.5, 1.1, -2, -3.3
Cc1ccc2nc(C)cc(NCCO)c2c1
 : 1, 0, -2, 1, 4, -0.2, 1.4, -1.1, -0.9, 1, -0.8
COc1cccc(C(C)NC(=O)Nc2cc(Cl)ccc2OC)c1 (stereo not drawn)
 : -7, -4, -1, -2, 3, -1.0, -0.1, -2.5, -1.2, 7, -1.8
COc1ccc(CNCC#Cc2ccccc2)c(OC)c1
 : -9, -2, -2, -3, 5, 0.2, nt, 0.3, 3.6, 0, 0.6
Cc1ccc(Cl)cc1N1CCN(C(=O)C2CCCN(S(=O)(=O)c3cnc[nH]3)C2)CC1 (stereo not drawn)
 : 2, -2, 3, 1, 2, -0.7, -0.5, -0.5, 0.1, 13, -0.9
